From PubChem
FXIIa inh: blocks human coagulation factor XIIa activity; inhibition, % at 10 µM; 33,000 tested, 0.2% active; purified human FXIIa, AMC substrate fluorescence, 2 h; P00748; in the data active = inhibition above about 30%;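 also: 0% = enzyme with vehicle only and 100% = no enzyme blank; many of its hits are not listed in these tables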
Target sequence (P00748 20-372 limits assumed): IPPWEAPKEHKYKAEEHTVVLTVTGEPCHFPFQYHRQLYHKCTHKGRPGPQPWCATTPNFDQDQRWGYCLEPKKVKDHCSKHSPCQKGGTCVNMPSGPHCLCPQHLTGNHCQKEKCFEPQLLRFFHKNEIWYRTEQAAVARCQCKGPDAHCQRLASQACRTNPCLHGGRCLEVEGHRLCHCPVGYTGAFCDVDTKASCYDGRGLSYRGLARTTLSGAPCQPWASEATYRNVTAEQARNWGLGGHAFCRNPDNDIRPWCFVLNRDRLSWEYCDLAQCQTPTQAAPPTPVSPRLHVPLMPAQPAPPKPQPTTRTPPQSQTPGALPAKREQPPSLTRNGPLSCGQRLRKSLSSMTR
Target sequence (P00748 373-615 limits assumed): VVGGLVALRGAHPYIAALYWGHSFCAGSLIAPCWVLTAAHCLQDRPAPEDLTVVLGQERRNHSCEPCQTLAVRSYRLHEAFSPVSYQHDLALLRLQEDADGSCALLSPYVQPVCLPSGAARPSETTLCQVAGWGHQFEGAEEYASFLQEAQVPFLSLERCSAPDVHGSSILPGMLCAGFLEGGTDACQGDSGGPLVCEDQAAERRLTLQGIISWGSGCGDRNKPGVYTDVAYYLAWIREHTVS
FXIa single inh: blocks human coagulation factor XIa activity. purified human FXIa, fluorogenic AMC substrate cleavage. inhibition, % at 10 µM. 33,000 tested, 0.3% active;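 active = inhibition above 40% in the primary screen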;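 also: 0% = enzyme without compound and 100% = blank wells lacking enzyme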
Active calls of the source: *. Only part of the results is shown; rates above refer to the full screens.

The first five entries (preview)
Results follow in this order: FXIIa inh	FXIa single inh
CCOc1ccc(C(=O)Nc2nncs2)cc1OCC
 : -9	2
CCc1cc2c(=O)c(-c3nc4ccccc4n3C)c(C)oc2c(CN(CC)CC)c1O
 : 6	-8
CC1=C(C)CC2C(=O)N(Cc3ccccc3)C(=O)C2C1 (stereo unspecified)
 : -14	12
Cc1oc2c(C)c3oc(=O)c4c(c3cc2c1C)CCC4
 : 10	0
CCCCCCSc1nsc(N)n1
 : 10	5

Results, previewed entries included:
Results follow in this order: FXIIa inh	FXIa single inh
CCOc1ccc(C(=O)Nc2nncs2)cc1OCC
 : -9	2
CCc1cc2c(=O)c(-c3nc4ccccc4n3C)c(C)oc2c(CN(CC)CC)c1O
 : 6	-8
CC1=C(C)CC2C(=O)N(Cc3ccccc3)C(=O)C2C1 (stereo unspecified)
 : -14	12
Cc1oc2c(C)c3oc(=O)c4c(c3cc2c1C)CCC4
 : 10	0
CCCCCCSc1nsc(N)n1
 : 10	5
Cc1nc(NS(=O)(=O)c2ccccc2C)c2c3c(sc2n1)CCC3
 : 4	6
CS(=O)(=O)N(CC(=O)N1CCCCC1)c1ccc(Cl)c(C(F)(F)F)c1
 : -14	23
Cc1cccc(-c2noc(CCCC(=O)N3CCOCC3)n2)c1
 : 3	-3
O=c1[nH][nH]c(C(F)(F)F)c1C=NCc1ccccc1Cl
 : 8	-12
COC(=O)[C@@H](NC(=O)NCc1ccc(F)cc1)C(C)C
 : 8	7
O=[N+]([O-])C1=C(Nc2cccc3ccccc23)CS(=O)(=O)C1
 : 1	-9
O=C(CC1NCCNC1=O)Nc1ccc(Oc2ccccc2)cc1 (stereo unspecified)
 : 23	0
Cc1onc(-c2ccccc2Cl)c1C(=O)N1CCc2ccccc2C1
 : 10	5
COc1cccc(/C(O)=C2/C(=O)C(=O)N(CCCN(C)C)C2c2cccc(Cl)c2)c1 (stereo unspecified)
 : 9	-2
O=C(NCC1CCCO1)c1ccc2ccccc2n1 (stereo unspecified)
 : 9	6
Cc1ccccc1-n1c(=O)cc(N2CCc3ccccc32)[nH]c1=O
 : 4	3
O=C(Cn1cc(C(=O)c2ccco2)c2ccccc21)NCc1ccco1
 : 7	1
CCOC(=O)N1CCC(n2c(SCC(=O)N3CCC(C)CC3)nc3ccccc3c2=O)CC1
 : 3	1
CC(=O)c1cc(-c2ccccc2)n(CC(=O)NC2CCCC2)c1C
 : 8	3
CC(C)(SC(=S)N1CCOCC1)C(=O)O
 : 10	-6

Carrying on:
Results follow in this order: FXIIa inh	FXIa single inh
COC(=O)C1=C(C)N(C)C(=O)/C1=C\c1cccs1
 : 5	-9
COC(=O)CSc1cc(C)nc2ccc(OC)cc12
 : 9	9
CC(C)(C)c1ccc(S(=O)(=O)Nc2cccnc2)cc1
 : 3	9
Cc1ccc2nc(NC(=O)CSc3ncnc4c3oc3ccccc34)sc2c1
 : 15	7
COc1cc(C2C(C(=O)N3CCOCC3)=C(C)NC3=C2C(=O)CCC3)ccc1OC(C)=O (stereo unspecified)
 : 3	-6
Cc1cc2nc(C)n(CCCNC(=O)Nc3ccccc3)c2cc1C
 : 9	-5
Cc1cc(NC2CCCCC2)nc(N2CCOCC2)n1
 : 10	5
COC(=O)c1cccc(NC(=O)c2ccc3c(c2)C(=O)N(CC2CCCO2)C3=O)c1 (stereo unspecified)
 : 0	0
COC(=O)[C@H](CC(C)C)NC(=O)Nc1ccc2c(c1)OCCO2
 : -2	-7
CCN(CCO)C(=O)C(c1ccccc1)c1ccccc1
 : 5	4
CC1CCC(C(C)C)C(OC(=O)CSc2nc(N)cc(=O)[nH]2)C1 (stereo unspecified)
 : 6	7
CCN1C(=O)c2cccc3c(S(=O)(=O)Nc4c(C)n(C)n(-c5ccccc5)c4=O)ccc1c23
 : -15	2
COc1ccc(NC(=O)CSc2nnnn2-c2ccc(OC)cc2)cc1
 : -1	0
O=C(CN1C(=O)C2CC=C(Cl)CC2C1=O)N1CCOCC1 (stereo unspecified)
 : 4	6
CCC(=O)Nc1ccc(Cl)c(NC(=O)c2ccc(Br)o2)c1
 : 11	-1
CCCCCNC(=O)C1CC=CCC1C(=O)O (stereo unspecified)
 : 9	1
CCCOc1ccc(OCCCCNC(C)CC)cc1 (stereo unspecified)
 : 2	8
CCCc1ccc(Oc2cn[nH]c2-c2ccc(O)c(C)c2O)cc1
 : 6	-5
O=C(COC(=O)c1ccc(S(=O)(=O)N2CCOCC2)cc1)NC1CCCC1
 : 6	4
COc1cc(NS(=O)(=O)c2ccc(NC(=O)c3ccc(C)o3)cc2)nc(OC)n1
 : -12	2

Single entries from the results shown:
FXIa single inh, `CCCCCNC(=O)C1CC=CCC1C(=O)O` (stereo unspecified) stands at 1
FXIIa inh, `COc1cc(NS(=O)(=O)c2ccc(NC(=O)c3ccc(C)o3)cc2)nc(OC)n1` stands at -12
FXIa single inh, `COC(=O)CSc1cc(C)nc2ccc(OC)cc12` stands at 9
FXIa single inh, `O=C(CN1C(=O)C2CC=C(Cl)CC2C1=O)N1CCOCC1` (stereo unspecified) stands at 6

Next records follow:
Results follow in this order: FXIIa inh	FXIa single inh
Cc1n[nH]c(=O)nc1NCCc1ccccc1
 : 9	1
CCCCC(=O)Nc1ccc(C(=O)N2CCCC(C(=O)OCC)C2)cc1 (stereo unspecified)
 : 5	-1
Cc1ccc(C2CC(C(F)F)n3ncc(C(=O)Nc4c(C)nn(Cc5c(F)cccc5Cl)c4C)c3N2)cc1 (stereo unspecified)
 : 2	-2
CC(OC(=O)c1cccs1)C(=O)NCc1ccccc1 (stereo unspecified)
 : 5	-5
CS(=O)(=O)N(CC(=O)NCc1ccccc1)Cc1ccc(Cl)cc1
 : -6	1
COc1ccc(C(=O)Nc2cccnc2)cc1OC
 : -14	31
Cc1ccc(C(=O)NCc2nnc(SCC(=O)Nc3sc4c(c3C#N)CCCC4)n2C)cc1
 : 5	2
Cc1ccc(OCC(=O)NCCO)cc1C
 : 5	6
O=C(Oc1cccc(-n2cnnn2)c1)c1ccco1
 : 47*	45*
CC1CCN(S(=O)(=O)c2ccc(S(=O)(=O)NCc3ccco3)cc2)CC1
 : -10	0
CCC(C)OC(=O)C1C(c2ccccc2)C(C(=O)O)C1c1ccccc1 (stereo unspecified)
 : 3	2
c1cnc(NC2CCCCCC2)nc1
 : 2	0
COc1cc2c(cc1OC)C(C)N(C(=O)Cn1ncc3c1-c1cc(C)ccc1OC3)CC2 (stereo unspecified)
 : 2	3
Cc1ccc2nc(SCCC#N)nc(C)c2c1
 : 10	0
COc1c(C)cccc1C(=O)Nc1ccc(CN2CCOCC2)cc1
 : 7	3
Cc1ccc2c(c1)C(=O)C(=O)N2CC(=O)OC(C)C
 : 6	-5
O=C(O)CCC(=O)Nc1ccccc1C(=O)NCc1ccco1
 : 8	-1
CC1(C)CC(=O)C(/C=N/n2cnc3ccccc3c2=O)=C(O)C1
 : 6	-3
Cc1cnc(NC(=O)CCCc2nc3ccccc3s2)s1
 : 4	8
Cc1ccc(S(=O)(=O)NNc2nc3ccccc3nc2C(F)(F)F)cc1
 : -1	-2

Carrying on.
Results follow in this order: FXIIa inh	FXIa single inh
CC(O)CNC(=O)c1ccc(-c2nn(C)c(=O)c3ccccc23)cc1 (stereo unspecified)
 : 5	-2
CCOC(=O)CC1C(=O)NCCN1C(=O)Nc1ccc(Cl)cc1 (stereo unspecified)
 : 3	5
CCOC(=O)c1ccccc1NC(=O)/C=C/c1cc(OC)c(OC)c(OC)c1
 : 2	11
Clc1ccc(OCc2nc(-c3ccncc3)no2)cc1
 : 4	6
O=C(c1cc(Br)c(Br)s1)N1CCN(C/C=C/c2ccccc2)CC1
 : -5	1
COC(=O)c1cc(C#N)c(NCc2ccccc2)nc1C
 : -1	-4
CCC(C)NC(=O)CSc1nnc(-c2cc(-c3cccs3)nc3ccccc23)o1 (stereo unspecified)
 : 0	26
c1ccc(CCc2nc(-c3ccc(-n4cccc4)cc3)no2)cc1
 : 2	-1
Cc1cc(C(=O)Nc2nc3ccc(S(C)(=O)=O)cc3s2)c(C)o1
 : 8	-2
O=C1CC(c2ccc(S(=O)(=O)N3CCN(c4ccccc4)CC3)cc2)CN1 (stereo unspecified)
 : 6	9
CC(C)COn1c(=S)[nH]c2ccccc2c1=O
 : 4	-2
COc1ccc(NC(=O)C(c2ccc(C)cc2)N(C)C(=O)CNC(C)=O)cc1 (stereo unspecified)
 : 7	-4
COc1ccc(CCN(C)CCN2C(=O)c3ccccc3C2=O)cc1OC
 : 22	-1
Cc1ccc(C(=O)NCCc2csc(C)n2)cc1
 : 6	5
CCNC(=S)N1CCN(CCN=CC2=C(O)CC(c3cccs3)CC2=O)CC1 (stereo unspecified)
 : -13	16
COC1=CC(=O)CC(C)C12Oc1c(Cl)c(OC)cc(OC)c1C2=O (stereo unspecified)
 : -8	-9
Cc1cc(C)n2nc(SCc3cc(=O)oc4cc(C)c(C)cc34)nc2n1
 : 6	-6
Cc1ccc(C(=O)OCC(=O)N2CCc3ccccc32)cc1
 : 6	3
CC(Oc1ccc(Cl)cc1Cl)C(=O)Nc1cccnc1 (stereo unspecified)
 : -4	0
CS(=O)(=O)N1CCN(c2ccccc2NC(=O)Cc2ccccc2)CC1
 : 3	-6

Two records drawn at random from those above, as already listed:
Results follow in this order: FXIIa inh	FXIa single inh
COc1cc(NS(=O)(=O)c2ccc(NC(=O)c3ccc(C)o3)cc2)nc(OC)n1
 : -12	2
Cc1ccc(OCC(=O)NCCO)cc1C
 : 5	6

(list continues)
Results follow in this order: FXIIa inh	FXIa single inh
CCC(C)[C@H](NC(=O)NCc1ccccc1)C(=O)O (stereo partly specified)
 : 9	-2
Cn1c(=O)c2nnn(/N=C(\c3ccccc3)C3CC3)c2n(C)c1=O
 : 5	5
Cc1noc(/C=C/c2ccc(-c3ccccc3Cl)o2)c1[N+](=O)[O-]
 : 6	-5
CCOC(=O)Cc1csc(NC(=O)c2ccc(Cl)nc2)n1
 : 3	-8
Cc1cccc(/C=N/NC(=O)C(C)Nc2cccc3ccccc23)n1 (stereo unspecified)
 : 5	-6
CN(CC(=O)O/N=C(\N)c1ccc([N+](=O)[O-])cc1)S(=O)(=O)c1ccccc1
 : -13	33
CC1SC(c2ccc(Cl)cc2Cl)NC1=O (stereo unspecified)
 : 7	-6
CCN(CC)c1ccc2cc(C=O)c(=O)oc2c1
 : 5	10
COc1ccc(Oc2nc3c(c(=O)n(C)c(=O)n3C)n2Cc2ccccc2)cc1
 : 8	0
COC(=O)c1ccccc1NC(=O)Cn1c(SC)c(F)cnc1=O
 : -5	-5
COC(=O)c1cc(NC(=O)c2ccc(Cn3cc(Cl)cn3)o2)cc(C(=O)OC)c1
 : 4	0
O=C1CC(c2ccc3c(c2)OCO3)c2cc3c(cc2N1)OCO3 (stereo unspecified)
 : 7	-2
O=c1oc2cc(OCc3nn[nH]n3)ccc2c2c1CCCC2
 : 0	-4
CCCN(CCC)C(=O)CP(=O)(c1ccccc1)c1ccccc1
 : 2	-2
c1csc(C(c2nnnn2C2CCCC2)N2CCCC3(CCCCC3)C2)c1 (stereo unspecified)
 : 7	-5
CCC/C(O)=C1\C(=O)CCCC1=NCCCCCC(=O)O
 : 10	-9
O=C(NCc1ccco1)NC12CC3CC(CC(C3)C1)C2
 : 2	-6
Cc1ccc(NC(=O)c2ccc(S(=O)(=O)N3CCOCC3)cc2)nc1
 : 4	12
Cc1ccc(NC(=O)CSCCc2ccccn2)nc1
 : 7	-2
Clc1ccc(CSc2nnc(-c3ccccn3)n2Cc2ccco2)c(Cl)c1
 : 1	4

Other results.
compound | FXIIa inh | FXIa single inh
Cc1ccc(S(=O)(=O)N(C)c2ccccc2)cc1 | 9 | -6
CC(C)CNC(=O)CC(c1ccccc1)c1c(O)ccc2ccccc12 (stereo unspecified) | 2 | -9
CC(NC(=O)CSc1nnc(CC(=O)Nc2ccc(Cl)c(Cl)c2)n1C)c1ccccc1 (stereo unspecified) | 4 | -5
C=C(C)CC1Nc2ccccc2NC1CC(=C)C (stereo unspecified) | 8 | -2
COc1cc(NS(=O)(=O)c2ccc(NC(C)=O)cc2)nc(OC)n1 | 5 | -6
CC(C)OC(=O)c1cc2ccccc2[nH]1 | -9 | -6
COc1ccc(-c2nc3ccccc3[nH]2)cc1 | 2 | 2
Cc1cc(OC(=O)c2ccco2)c2c(C)cc(=O)oc2c1 | 31* | 44*
COc1ccc2c(C(=O)CN3CCN(c4ccccc4)CC3)c[nH]c2c1 | 7 | 9
CCC(C)NC(=O)CSc1nc2c(sc3ccccc32)c(=O)n1CCCN1CCOCC1 (stereo unspecified) | 6 | -10
Cc1ccc(SC(C)C(=O)Nc2ccncc2)cc1 (stereo unspecified) | 0 | 5
O=C(NCc1ccc2c(c1)OCO2)c1ccc(CN2CCOCC2)cc1 | 0 | -3
CCOC(=O)c1cnn2c(C(F)(F)F)cc(-c3ccco3)nc12 | -7 | -4
CCS(=O)(=O)c1ccc2oc(Nc3ccc(C(C)C)cc3)nc2c1 | 7 | 2
Cc1oc(-c2ccc(Cl)cc2)nc1CN1CCC(C(=O)NCc2cccs2)CC1 | -11 | 14
COc1ccc(C2C(C#N)=C(N)Oc3n[nH]c(C)c32)cc1Cn1cc([N+](=O)[O-])cn1 (stereo unspecified) | 2 | 2
C=CCOc1ccc(/C(CC)=N/O)cc1OC | 10 | 9
CC(C)Cc1cc(C(=O)O)c2ccccc2n1 | -13 | 0
CCN(CC)C(=O)CSC(=Nc1ccccc1F)NC#N | 4 | 0
C=CCn1c(/N=C/c2ccc3c(c2)OCO3)nc2ccccc21 | 3 | -4

Later entries.
compound | FXIIa inh | FXIa single inh
COc1cc(/C=C/C(=O)CC(=O)/C=C/c2ccc(O)c(OC)c2)ccc1O | -8 | 0
CCCCCCCCSc1nnc(-c2ccc(OC)cc2)o1 | 9 | -11
CCn1c(SCc2nc3ccccc3[nH]2)nnc1-c1ccc(OC)cc1 | 5 | -3
COCCNC(=O)Cn1cc(C(=O)c2cccs2)c2ccccc21 | 7 | -1
CSC(=NC1CCCCC1)NS(=O)(=O)c1ccccc1 | 9 | 0
CC(C)N(C(=O)CN1C(=O)NC2(CCCCCC2)C1=O)C(C)C | 1 | -8
Cc1ccc(/C(O)=C2/C(=O)C(=O)N(CCN3CCOCC3)C2c2cccs2)cc1 (stereo unspecified) | 5 | 14
CCn1c(=O)n(CC(=O)N2CC(C)CC(C)C2)c(=O)c2ccccc21 (stereo unspecified) | 3 | 2
CC(=O)c1cnc2cc(-c3ccc(C)cc3)nn2c1C | 7 | -6
